Bioassay records as filed in PubChem.
NOD2 RIPK2 PPI – inhibitors of human NOD2-RIPK2 interaction; CHO BLA complementation NOD2-RIPK2, CCF4 ratio; AID 624267; inhibition, % at 4.98 µM; hit rate 0.38% among 360,000; in the data active = inhibition above about 21%;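 also: 0% = vehicle only and 100% = reference blocker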
Vif imaging – inhibitors of HIV Vif; HEK293T cells, Vif self-association by quenched fluorescence, imaging, 24 h; inhibition, % at 7.49 µM; hit rate 0.35% among 340,000; AID 602346; in the data active = inhibition above about 50%, passing the limit was not always enough; also: some results filed as inactive read as strong as hits
SRC3 inh – inhibits human SRC3 coactivator; Q9Y6Q9; HEK293 GAL4-SRC3 luciferase reporter, luminescence; inhibition, % at 3.6 µM; hit rate 0.17% among 360,000;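 active = inhibition above a per-campaign cutoff, the mean of all compounds plus 3 SD, cut at about 60% in these data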;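 also: 0% = DMSO-treated cells and 100% = gossypol-treated cells at 36 µM; higher means less SRC3-driven luciferase light from the GAL4 reporter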
TROY signal inh – TROY signaling inhibition. Q293 LMP1-TROYcd NF-kB luciferase reporter, 4 h. AID 1347056. inhibition, % at 10 µM. hit rate 0.98% among 360,000;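 active = compounds whose plate-normalised and pattern-corrected inhibition of the luciferase reporter signal at the single screening dose is 50% or more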
NR5A2 inv ag – inverse agonists of human LRH-1 (NR5A2); O00482; HEK293T StAR-luciferase reporter, LRH-1 transfected, 24 h; inhibition, % at 3.6 µM; hit rate 0.13% among 360,000; AID 602396;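 active = inhibition above the mean inhibition of all tested compounds plus 3 SD, cut at about 73% in these data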;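 also: 0% = DMSO wells and 100% = reporter-only cells lacking LRH-1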
SRC2 inh – human SRC2 (NCOA2) inhibition. HEK293 GAL4-SRC2 luciferase reporter, luminescence. Q15596. inhibition, % at 9 µM. hit rate 0.17% among 370,000;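 active = inhibition above the mean inhibition of all tested compounds plus 3 SD, set per campaign, cut at about 52% in these data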;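 also: 0% = DMSO treated cells and 100% = cells given Gossypol at 36 µM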
TLR9-MyD88 inh – blocks human TLR9 binding to MyD88; Q9NR96+Q99836; inhibition, % at 4.98 µM; hit rate 0.21% among 340,000; CHO BLA complementation TLR9-MyD88, CCF4 FRET ratio;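 active = inhibition above the mean over all tested compounds plus 3 SD, cut at about 21% in these data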;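 also: 0% = DMSO only wells and 100% = clavulanate BLA inhibitor control wells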
NCOA1 inh – inhibits human SRC1 coactivator. Q15788. HEK293 GAL4-SRC1 luciferase reporter, luminescence. inhibition, % at 3.6 µM. hit rate 0.12% among 360,000. AID 588354;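 active = inhibition above the campaign mean plus 3 SD, with each screening campaign given its own cutoff, cut at about 60% in these data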;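 also: 0% = DMSO treated cells and 100% = gossypol at 36 µM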
COUP-TFII inh – inhibitors of human COUP-TFII (NR2F2) | hit rate 0.7% among 370,000 | inhibition, % at 8.6 µM | P24468 | HEK293T NGFI-A luciferase reporter, luminescence | AID 686940;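 active = inhibition above a per-plate cutoff, mean inhibition of test wells between control levels plus 3 SD, cut at about 38% in these data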;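 also: cells cotransfected with COUP-TFII expression vector driving the NGFI-A reporter; 0% = median of COUP-TF2 test wells and 100% = reporter-only cells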
C8 TRAIL sens – sensitizes caspase-8 expressing cells to TRAIL; NB7+C8 cells + TRAIL, ATPlite viability luminescence; inhibition (viability loss, TRAIL sensitization), % at 10 µM; hit rate 1% among 360,000; AID 624354;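 active = compounds causing at least 50% loss of cell viability in the single-dose screen, relative to plate controls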
EBV LMP1 NFkB – Epstein-Barr LMP1 NF-kappaB reporter inhibition | LMP1-induced NF-kappaB luciferase reporter cells, luminescence | inhibition, % at 12.5 µM | hit rate 0.69% among 350,000 | AID 504558; in the data active = inhibition above about 41%;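 also: 0% = neutral control wells and 100% = reference inhibitor control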
The depositor's hits bear a star; · = not tested or not shown. An excerpt; the hit share may differ from the screen's.

Values in the order – NOD2 RIPK2 PPI, Vif imaging, SRC3 inh, TROY signal inh, NR5A2 inv ag, SRC2 inh, TLR9-MyD88 inh, NCOA1 inh, COUP-TFII inh, C8 TRAIL sens, EBV LMP1 NFkB
[1] COc1ccc(-c2nc(CS(=O)CC(=O)NC3CCCC3)c(C)o2)cc1OC (stereo not drawn)
 : -9, 7, -2, 3, -2, -46, 3, -7, 17, 7, 4
[2] O=C1N(Cc2cccc(Cl)c2)C[C@@H]2C[C@@H](c3ccco3)N3CCC[C@@]123
 : -13, 28, 1, 11, 11, -16, 3, -5, 1, 0, 3
[3] Cc1ccccc1-n1c(SCC(=O)Nc2ccccc2)nc2nc3c(cc2c1=O)CCCC3
 : -4, -18, 8, 8, 20, 21, -4, 2, 28, -5, 4
[4] CCCCC(=O)Nc1cc(NC(=O)CC)ccc1Cl
 : 7, 11, 10, 3, -15, -15, -4, 12, 1, -5, -1
[5] O=C(N/N=C/c1ccccc1C(=O)O)c1ccncc1
 : -1, -4, 3, -4, -27, -13, 1, 9, 13, 10, -6
[6] Cc1ccc(S(=O)(=O)N2CCC(C(=O)OCC(=O)Nc3cc(S(C)(=O)=O)ccc3Cl)CC2)cc1C
 : 5, -1, 0, -30, -7, -55, 11, -17, 14, -11, 4
[7] COC(=O)c1ccc2c(=O)[nH]c(CN3c4ccccc4CC3C)nc2c1 (stereo not drawn)
 : 2, -13, 10, 5, -7, -5, 9, -12, -14, 4, 3
[8] COc1cccc(-c2c(C(=O)N/N=C/c3ccc(C)o3)nnn2-c2nonc2N)c1
 : 0, 0, -5, -8, 0, 4, 6, 3, -14, -16, -2
[9] CCn1cnc2cc(NC(=O)c3ccco3)ccc21
 : 0, 4, -99, -6, -109, -57, 7, -88, -45, 31, 7
[10] O=C(NCc1ccc2c(c1)OCO2)c1ccc(S(=O)(=O)N2CCCCC2)cc1
 : -3, -11, 12, 24, -10, 12, 4, 7, -21, -9, 8
[11] CCN(CC)CCN(C(=O)CCS(=O)(=O)c1ccccc1)c1nc2cc(C)cc(C)c2s1
 : -8, -4, -2, 18, -16, 6, -1, -1, -11, 12, -6
[12] O=S(=O)(NCC(Nc1ccc(Cl)cc1)c1ccccc1)c1ccccc1 (stereo not drawn)
 : -25, -2, -5, 38, 3, 8, 6, 8, 6, -6, 6
[13] Cn1c(=O)c2c(SCC(=O)N3CCOCC3)nc(-c3ccccc3Cl)nc2n(C)c1=O
 : 6, -5, 1, -10, -10, -7, 6, -4, 2, 3, 6
[14] Cc1ccccc1C(=O)NC(=S)NCc1cccnc1
 : -7, 17, 5, -10, 6, 4, -1, -8, 1, 1, -5
[15] O=C(O)C1Cc2[nH]cnc2C(c2ccc(F)cc2)N1 (stereo not drawn)
 : -1, -3, 20, -5, -7, 1, -16, -10, -13, 2, -12
[16] O=C(Nc1ccc(NC(=S)NC(=O)c2ccco2)cc1)c1ccccc1
 : -1, 13, -22, -11, -8, 2, -4, -8, 5, -4, -4
[17] CN(C)CCN(Cc1cc2cc3c(cc2[nH]c1=O)OCCO3)C(=S)NCC1CCCO1 (stereo not drawn)
 : -4, 0, 0, 5, 13, -1, 0, -10, -4, -3, -6
[18] CCCNC(=O)Cn1cnc2sc(C(=O)N3CCCC(C(=O)OCC)C3)c(C)c2c1=O (stereo not drawn)
 : 2, 11, 17, 3, -8, ·, 11, -8, ·, 4, -8
[19] O=C1c2cccc3cc(Br)cc(c23)C(=O)N1Nc1ccccc1
 : 0, -8, -26, -19, 3, 20, 2, -8, 4, -4, 1
[20] c1ccc(-c2cc(-c3ccccc3)n3ncnc3n2)cc1
 : -5, -2, 1, 2, 22, 15, -1, -7, -8, -11, 9
[21] Cc1ccc(S(=O)(=O)Oc2ccc(/C=C(/NC(=O)c3ccccc3)C(=O)NCCC(=O)O)cc2)cc1
 : -10, ·, 8, 0, -10, -2, -8, -2, -22, -6, -10
[22] CCCN1C(=O)c2ccc(C(=O)Nc3ccccc3C(=O)O)cc2C1=O
 : -10, 5, -26, 2, -26, -17, -4, -60, -6, 4, -3
[23] COCCN(C(=O)COC(=O)c1ccccc1Oc1ccccc1)c1c(N)n(Cc2ccccc2)c(=O)[nH]c1=O
 : -3, 1, -7, -5, 27, 15, 1, 20, 8, -5, 4
[24] COc1ccc(C2OC(=O)CC2C(=O)NCc2ccc(C)cc2)cc1OC (stereo not drawn)
 : -3, -22, -6, -10, -2, 2, 7, -13, -7, -6, -19
[25] COCCCNC(=O)c1cc(Sc2ccc(F)cc2)nc2ccccc12
 : 1, 10, 5, -14, -10, 11, -8, -45, -17, -11, 10
[26] Cc1cc(C(=O)O[C@H]2[C@H](C)NS(=O)(=O)[C@H]3C[C@@H]4C=C[C@]23O4)cc([N+](=O)[O-])c1
 : -4, 1, 10, -8, 5, -1, 4, -3, 7, 10, -8
[27] COc1cccc(-c2nnc3sc(-c4cccs4)nn23)c1
 : -4, -2, -21, -44, -27, -30, 1, -56, -31, -21, -30
[28] CCN(c1ccccc1)S(=O)(=O)c1ccc(Cl)c(NC(=O)CN2CCN(C)CC2)c1
 : -11, 2, 9, 7, -14, -12, -4, 1, 2, -2, 3
[29] O=C(NCCN1CCN(c2ccccc2F)CC1)c1ccc2nc3ccccc3c(=O)n2c1
 : -5, -9, 6, 21, 11, -5, 0, 5, 15, 13, 0
[30] CN(C(=O)c1cccc(NC(=O)Cc2ccc(NC(=O)C3CCN(C(=O)C4CC4)CC3)cc2)c1)C1CCC1
 : 3, 9, -3, 5, -11, -4, 0, -10, 4, 4, 3
[31] C/C(=N\NC(=O)c1cccc2ccccc12)c1cccs1
 : 0, -1, -42, -58, -14, -31, 4, -45, -17, 9, -8
[32] CCc1ccc(OCC(=O)NNC(=S)NC(=O)C2CCCCC2)c(Br)c1
 : 5, ·, -88, -23, -9, -33, 1, 10, 15, 3, 1
[33] C/C(=N\NC(N)=O)C1(C)CCCCC1
 : -9, -1, 13, 12, 2, -9, -7, -4, 2, 7, -4
[34] Cc1nn(Cc2cccc(F)c2)c(C)c1NC(=O)c1c([N+](=O)[O-])c(C)nn1C
 : -2, 8, 2, -13, -4, -9, -17, -5, 7, 6, 8
[35] CCCCCCNS(=O)(=O)c1ccc(OC)c(OC)c1
 : 3, 0, 12, -7, -7, -10, 3, 5, -22, -8, 2
[36] Cc1cc(C(=O)N/N=C/c2ccc(O)c([N+](=O)[O-])c2)n[nH]1
 : 7, -2, -8, 10, 9, -7, 2, -20, -1, -2, 6
[37] CC(NC(=O)NC(=O)c1ccc(Cl)cc1Cl)C1CC1 (stereo not drawn)
 : -5, -9, -15, -44, -48, -17, -7, -35, -20, 20, -10
[38] Cc1ccc(C)c(NC(=O)Cn2ccn(-c3ccc4c(c3)OCO4)c(=O)c2=O)c1
 : -6, 3, -5, -13, -1, -1, 3, -7, 30, 5, 1
[39] CCOc1ccc(/C=N/OCC(=O)NCc2ccc3c(c2)OCO3)cc1OC
 : -5, 4, 35, 1, 14, -17, -6, -6, 13, -1, 15
[40] COCCNC(=O)c1cn(C)c2ccc(S(=O)(=O)N3CCCC3)cc2c1=O
 : 0, -2, -7, -2, -7, 8, -1, 13, -15, -11, -2
[41] O=C(COC(=O)/C=C/c1ccc2c(c1)OCO2)NC1CC1
 : 4, 30, 11, 13, 24, 5, 3, 12, -1, -6, -4
[42] CCOC(=O)c1cc(C(=O)OCC)c(=O)[nH]c1N1CCCCC1
 : -3, 0, 2, 8, -4, -22, 0, 0, -5, -5, -1
[43] CCOc1ncccc1C(=O)Nc1cccc(S(=O)(=O)NC2=NCCC2)c1
 : 1, -8, -13, 17, 3, -2, 6, -43, 9, 0, -4
[44] COC(=O)c1ccc(COC(=O)c2ccc(S(=O)(=O)N3CCC(C)CC3)cc2)o1
 : 6, 8, 2, -9, 2, -13, 1, -13, 6, 6, 0

By substructure, the compounds so far containing an NH in an aromatic ring.
Values in the order – NOD2 RIPK2 PPI, Vif imaging, SRC3 inh, TROY signal inh, NR5A2 inv ag, SRC2 inh, TLR9-MyD88 inh, NCOA1 inh, COUP-TFII inh, C8 TRAIL sens, EBV LMP1 NFkB
[7] COC(=O)c1ccc2c(=O)[nH]c(CN3c4ccccc4CC3C)nc2c1 (stereo not drawn)
 : 2, -13, 10, 5, -7, -5, 9, -12, -14, 4, 3
[15] O=C(O)C1Cc2[nH]cnc2C(c2ccc(F)cc2)N1 (stereo not drawn)
 : -1, -3, 20, -5, -7, 1, -16, -10, -13, 2, -12
[17] CN(C)CCN(Cc1cc2cc3c(cc2[nH]c1=O)OCCO3)C(=S)NCC1CCCO1 (stereo not drawn)
 : -4, 0, 0, 5, 13, -1, 0, -10, -4, -3, -6
[23] COCCN(C(=O)COC(=O)c1ccccc1Oc1ccccc1)c1c(N)n(Cc2ccccc2)c(=O)[nH]c1=O
 : -3, 1, -7, -5, 27, 15, 1, 20, 8, -5, 4
[36] Cc1cc(C(=O)N/N=C/c2ccc(O)c([N+](=O)[O-])c2)n[nH]1
 : 7, -2, -8, 10, 9, -7, 2, -20, -1, -2, 6
[42] CCOC(=O)c1cc(C(=O)OCC)c(=O)[nH]c1N1CCCCC1
 : -3, 0, 2, 8, -4, -22, 0, 0, -5, -5, -1
